High-throughput results as filed in PubChem BioAssay.
Mot1-301 SUMO: SUMOylation pathway inhibition by Mot1-301 growth rescue | S. cerevisiae Mot1-301 growth rescue, ATP luminescence, 38.5C; percent above DMSO median, 100 means doubled | actives 1% (n = 320,000) | growth rescue, % at 18.8 µM;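 active = every valid replicate shows activation above 250% relative to neutral control wells; inactive = the rest, any valid replicate at or below 250%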;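 note: OY570 slx delta 5 strain wells were the positive control but not used for scaling; some compounds called inactive have numbers as strong as hits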
E coli growth: reduces bacterial viability in AddAB counter-screen. actives 0.27% (n = 330,000). E. coli V3065 growth, OD600 absorbance, 18 h. inhibition, % at 11.9 µM;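 active = inhibition above the campaign's mean inhibition across all tested compounds plus 3 SD, cut at about 9.9% in these data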;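 note: uninfected addAB+ strain grown without phage in ampicillin broth; 0% = DMSO wells and 100% = ciprofloxacin 0.95 µg/ml wells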
PfHsp90 yeast 2: inhibits growth of yeast expressing Plasmodium falciparum Hsp90; S. cerevisiae expressing PfHsp90, BacTiter-Glo ATP, 48 h; yeast lacking PDR1 and PDR3 efflux regulators; inhibition, % at 9.4 µM; actives 0.32% (n = 310,000);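 active = every replicate shows inhibition above about 80%, whatever the replicate mean, limit read from the data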;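 note: 0% = DMSO neutral controls and 100% = 20 µM radicicol positive controls; yeast relying on Plasmodium falciparum Hsp90 in place of its own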
Tat transport: inhibitors of E. coli Tat protein transport. AID 488895. E. coli MC4100 TorA-mCherry Tat export, fluorescence. inhibition, % at 10 µM. actives 0.036% (n = 340,000);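 active = mean replicate inhibition at least 50% and at least half of replicates individually reaching 50%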;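 note: exported cargo escapes ClpAP degradation while cytoplasmic cargo is degraded and loses fluorescence; 0% = median of neutral control wells and 100% = median of NaSCN control wells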
OPRM1-OPRD1 inv: mu-delta opioid heterodimer inverse agonism | P35372+P41143 | cell-based MOR-DOR heterodimer luminescence | inhibition, % at 9.3 µM | actives 0.21% (n = 340,000); in the data active = inhibition above about 22%, passing the limit was not always enough;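 note: 0% = cells with DMSO and 100% = wells without cells with DMSO; values of inactives mirror those of a sister screen read the other way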
phage Ecoli inh: E. coli growth loss with phage present; inhibition, % at 11.9 µM; AID 651602; actives 0.26% (n = 360,000); growth absorbance; in the data active = inhibition above about 11%
OPRM1-OPRD1 ag: agonists of human mu-delta opioid receptor heterodimerization; cells, OPRM1-OPRD1 heterodimerization, luminescence; activation, % at 9.3 µM; actives 0.3% (n = 340,000); AID 504326; in the data active = activation above about 18%;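 note: 0% = vehicle-treated cells and 100% = reference agonist; values of inactives mirror those of a sister screen read the other way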
AddAB inh: less growth of phage-infected E. coli with AddAB; actives 0.29% (n = 330,000); inhibition, % at 11.9 µM; E. coli expressing H. pylori AddAB, absorbance growth; in the data active = inhibition above about 12%;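 note: 0% = vehicle wells of infected cells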
PKA-R1A activ: PKA-R1A complex activation; P00514+P68181; PKA-R1A dissociation, Cy5-IP20 fluorescence polarization; scaled: DMSO 0%, 113 µM cGMP 100%; activation, % at 11.4 µM; actives 0.083% (n = 340,000); AID 504707;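 active = percent activation above the mean of all tested compounds plus 3 SD, cut at about 19% in these data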;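 note: higher means more PKAc released from R1A so a rise in polarization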
Pemphigus Ab inh: blocks pemphigus antibody binding to human desmoglein-3; actives 0.48% (n = 310,000); P32926; DSG3-coupled beads, scFv-anti-DSG3-GFP binding, flow cytometry; active compounds read low; binding (percent of control), % at 10 µM;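 active = binding more than 3 SD below its plate's average and above zero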;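 note: hits lower antibody fragment binding to DSG3; some compounds called inactive have numbers as strong as hits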
Target sequence (P32926 whole entry, looked up, the tested form may be a part): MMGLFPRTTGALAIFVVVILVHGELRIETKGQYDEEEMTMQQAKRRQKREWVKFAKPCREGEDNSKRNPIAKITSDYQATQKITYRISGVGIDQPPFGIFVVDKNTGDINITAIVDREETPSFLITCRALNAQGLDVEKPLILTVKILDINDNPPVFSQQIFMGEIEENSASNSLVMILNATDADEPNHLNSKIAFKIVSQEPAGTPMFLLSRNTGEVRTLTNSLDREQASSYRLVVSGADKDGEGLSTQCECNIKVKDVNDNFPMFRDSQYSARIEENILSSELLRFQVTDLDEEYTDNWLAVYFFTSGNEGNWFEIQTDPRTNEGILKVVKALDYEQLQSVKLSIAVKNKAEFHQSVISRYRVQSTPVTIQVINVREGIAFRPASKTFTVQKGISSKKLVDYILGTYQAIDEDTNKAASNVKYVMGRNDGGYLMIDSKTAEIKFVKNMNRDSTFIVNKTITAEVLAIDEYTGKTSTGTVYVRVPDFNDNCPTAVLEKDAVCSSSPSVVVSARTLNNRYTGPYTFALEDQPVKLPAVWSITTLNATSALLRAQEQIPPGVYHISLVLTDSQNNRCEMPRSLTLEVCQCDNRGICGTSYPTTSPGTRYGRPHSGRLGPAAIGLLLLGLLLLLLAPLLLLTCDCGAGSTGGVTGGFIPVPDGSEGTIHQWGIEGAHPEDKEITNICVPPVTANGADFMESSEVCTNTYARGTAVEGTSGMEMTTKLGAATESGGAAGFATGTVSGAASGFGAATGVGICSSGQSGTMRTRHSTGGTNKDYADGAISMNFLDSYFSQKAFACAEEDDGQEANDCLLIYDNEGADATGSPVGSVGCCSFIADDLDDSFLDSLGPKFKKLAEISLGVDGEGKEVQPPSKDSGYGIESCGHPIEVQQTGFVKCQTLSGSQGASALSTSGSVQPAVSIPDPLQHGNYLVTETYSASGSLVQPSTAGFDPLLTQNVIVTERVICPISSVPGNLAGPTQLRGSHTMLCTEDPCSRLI
Arrestin-AP2 inh: human beta-arrestin and AP2 interaction inhibition; FITC-arrestin peptide / GST-AP2 beads, flow cytometry; AP2 beta2 appendage carries R879A mutation; inhibition, % at 10 µM; actives 0.31% (n = 340,000); AID 504490;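 active = inhibition above a set limit, near 3 SD of compounds lacking own fluorescence, cut at about 54% in these data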;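 note: plate controls were DMSO wells for no effect and 5 µM unlabelled arrestin peptide for full effect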
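system = GST-tagged AP2 beta2-adaptin appendage (R879A) on 4 µm glutathione beads | reagent = FITC-labelled arrestin peptide probe, 50 nM final | schedule = compound with beads 12 min RT, then probe 1 h RT | signal = HyperCyt-sampled flow cytometry, FL1 channel, ex 488/em 535 nm | read-out = percent response from loss of bead-bound FITC fluorescence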
Active calls of the source: *; · = not tested or not shown; + = active, no number.

SMILES,Mot1-301 SUMO,E coli growth,PfHsp90 yeast 2,Tat transport,OPRM1-OPRD1 inv,phage Ecoli inh,OPRM1-OPRD1 ag,AddAB inh,PKA-R1A activ,Pemphigus Ab inh,Arrestin-AP2 inh
CCOCCCN1C(=O)C(=O)N(CC(=O)N2c3ccccc3NC(=O)CC2C)C1=O (centres undefined),-18,1.0,16,2,11,3.6,-2.9,1.1,5,·,-13
Cn1c(-c2sc3cc(C(F)(F)F)cnc3c2-c2cccs2)n[nH]c1=S,+,-1.7,-113,-6,17,3.7,-3.4,1.6,-11,101,-10
O=c1[nH]c2ccc([N+](=O)[O-])cc2nc1/C=C(\O)c1ccccc1,117,1.4,4,-11,10,0.0,-2.1,0.8,-12,98,4
COc1ccc(/C=C2/CCOC2=O)cc1,-4,-0.2,-30,4,6,2.9,-1.2,0.1,-4,99,7
O=C(COc1ccccc1)Nc1nnc(-c2ccc(Cl)s2)o1,-9,-6.2,-2,-10,9,-3.5,-1.6,-0.3,-13,100,1
Cc1cc(NC(=O)CSc2nccn2-c2ccc(F)cc2)no1,-10,0.8,-5,-3,11,0.6,-2.5,2.7,-4,105,-1
COc1ccc(-n2nnnc2SCC(=O)NCc2ccco2)cc1OC,-17,-1.2,·,0,-15,3.7,2.5,2.0,-16,101,23
O=C(Cn1nc(C(=O)O)c2ccccc2c1=O)Nc1ccc(Br)cc1,-21,3.0,6,2,8,-1.4,-1.6,7.8,5,109,6
COc1ccc(C(=O)/C=C/Nc2c(C)n(C)n(-c3ccccc3)c2=O)c(OC)c1,4,2.9,36,2,8,2.5,-1.6,2.1,-9,104,-8
Cc1cccn2c(=O)c(C=O)c(N3CCC4(CC3)OCCO4)nc12,4,3.1,·,·,·,1.2,·,3.8,·,94,14
CC(C)c1cccc(C(C)C)c1NC(=O)c1ccccc1,-5,1.5,·,-3,-1,-1.3,0.2,1.2,-1,117,6
CC(NC(=S)Nc1ccccc1C(F)(F)F)C1CC2CCC1C2 (centres undefined),-5,1.5,-7,-4,0,2.0,-0.1,-0.4,-12,105,42
CNCCCOc1cccc(Oc2ccccc2)c1,32,-0.2,8,-3,2,4.3,-0.3,5.2,-5,106,-10
O=S(=O)(N1CCOCC1)N1CCN(c2ccc(F)cc2)CC1,0,1.1,-6,-7,-7,-0.8,1.1,3.4,-12,104,-11
O=C(c1cccnc1)N(c1cc2sc(=O)oc2c2ccccc12)S(=O)(=O)c1ccccc1,36,-2.1,14,-1,-35,0.0,7.0,0.6,9,129,5
CC(C)Cn1c(SCC(=O)N(C)C2CCS(=O)(=O)C2)nc2cc(Cl)ccc2c1=O (centres undefined),0,0.8,3,4,-3,2.0,0.6,-4.0,-4,97,15
O=C(Nc1nc(-c2ccc(Cl)cc2)cs1)C1CCCO1 (centres undefined),45,0.7,-5,0,-6,2.9,1.2,4.5,4,103,-1
CCOc1ccc2[nH]c(=O)c(CN(CCO)C(=O)c3ccc(OC)c(OC)c3)cc2c1,8,-1.1,-7,-3,16,2.0,-3.0,1.1,-1,98,-4
O=C1NCCN(C(=O)CCc2nnc(-c3ccsc3)o2)C1c1ccc(F)cc1 (centres undefined),0,0.9,10,-7,8,2.6,-1.5,-1.7,-6,98,8
COc1ccc(N2CCN(C(CNC(=O)C(=O)NCc3ccncc3)c3ccco3)CC2)cc1 (centres undefined),-8,0.2,-12,-1,5,0.6,-0.9,-0.6,6,97,-6
COc1ccc(CCNCC(=O)Nc2ccccc2C(F)(F)F)cc1,-7,-1.9,-17,-2,·,0.6,·,2.1,·,100,38
Cc1ccc(CN2[C@@H]3c4ccccc4C[C@@H]3OCCS2(=O)=O)cc1,31,-2.4,-4,4,-39,1.6,6.6,2.1,6,110,-3
COc1ccc(-c2c(C(C)=O)c(C)nc3sc4c(=O)[nH]nnc4c23)cc1,-13,-0.3,6,-11,0,2.7,-0.1,-0.3,1,104,13
CC(C)CC(=O)NC(NC(=O)CC(C)C)c1cccc([N+](=O)[O-])c1,-11,0.3,6,-6,3,4.8,-0.7,3.9,-5,107,0
Cc1ccccc1CSCC(=O)NC(=O)NCc1ccco1,-1,1.1,-13,-1,2,0.6,-0.4,-0.3,-1,102,-2
O=C(CSc1nnc(Cc2cccs2)n1C1CC1)NC1CCS(=O)(=O)C1 (centres undefined),-20,-3.3,0,8,19,0.5,-4.7,3.0,-9,·,-1
COC(=O)C1CN(C(=O)COc2ccc(Cl)cc2C)c2ccccc2O1 (centres undefined),-10,2.5,2,4,-18,2.9,4.1,0.7,12,112,39
CCOc1cccc2sc(NN)nc12,·,·,-13,1,6,0.5,-1.3,·,2,86,36
O=C(c1ncn(Cc2ccccc2)c1C(=O)N1CCc2ccccc2C1)N1CCc2ccccc2C1,19,0.8,·,12,-11,1.4,2.0,0.7,-1,102,2
O=C(NNC(=O)c1csc(-c2cccnc2)n1)Nc1ccc(Cl)cc1,-21,-0.4,26,-9,4,3.1,-0.8,2.4,-7,·,24
CC(C)N1CCC(N2CCN(Cc3cccc4nonc34)CC2CCO)CC1 (centres undefined),-16,3.7,-1,0,6,5.7,-1.2,3.7,5,96,-15
COc1ccccc1C(=O)NNC(=O)CCN1C(=O)/C(=C\c2ccccc2)SC1=S,-2,0.6,-1,1,-1,3.9,0.1,3.5,-6,·,1
O=[N+]([O-])c1ccc(S(=O)(=O)CC2CSc3nc4ccccc4n32)cc1 (centres undefined),-4,0.0,-5,1,-3,1.2,0.7,2.8,2,-10*,11
O=C(NC1CCN(Cc2ccccc2)CC1)c1cc(Br)c(Br)[nH]1,37,1.9,-9,1,-46,0.9,9.6,1.4,1,112,20
COc1ccc(N2CCN(C(=O)C3CCCO3)CC2)cc1 (centres undefined),-2,-0.2,9,-7,8,2.1,-1.5,2.9,1,93,31
O=C(CSc1nnc(-c2cccnc2)s1)Nc1ccccc1,-3,-3.2,1,-13,3,1.7,-0.6,0.3,9,100,17
O=C(NC1CCCC1)C(c1ccsc1)N(Cc1ccco1)C(=O)Cc1cccs1 (centres undefined),-18,-3.0,-27,8,11,0.7,-1.9,-0.2,1,104,-9
Cc1ccccc1Nc1nc(N)nc(CSc2nnc3ccccn23)n1,21,-2.3,-3,-2,8,-0.6,-1.5,-1.5,-7,97,5
CCCn1c(SCC(=O)NCC)nc2sc3c(c2c1=O)CCC3,22,-0.4,11,6,11,-2.6,-2.0,3.6,-4,116,1
CCn1c(SCC(=O)c2ccc(F)cc2)nnc1-c1ccoc1C,-6,-1.9,5,-4,10,0.6,-1.9,2.5,6,98,-7
CCN(C(=O)CSc1nc2ccccc2c(=O)n1-c1cccc(C)c1)C1CCS(=O)(=O)C1 (centres undefined),28,0.7,-29,-1,10,2.1,-2.0,-0.4,-2,94,-15
COCCCNC(=S)N1CCN(c2nc3ccccc3s2)CC1,-8,1.4,-8,0,14,4.7,-2.7,0.7,-11,102,-21
CC(C)(C)OC(=O)[C@H](Cc1ccccc1)NC(=O)c1nc[nH]c1C(=O)NCCCCCN,18,0.3,-1,-4,11,2.2,-2.0,-0.4,-7,104,2
CCOc1cccc2cc(C(N)=O)c(=N)oc12,·,·,6,11,13,2.2,-3.0,·,6,113,3
Cc1cc(C(=O)NNS(=O)(=O)c2ccc(F)cc2)nn1C(C)(C)C,-1,3.2,10,-5,10,1.6,-1.9,7.6,6,·,6
Cc1cc(C)nc(NC(=O)Cc2ccc(Cl)cc2)c1,-9,-0.8,-22,3,15,-0.6,-3.1,-1.5,-14,121,-5
Cc1cc(O)ccc1C1(c2ccc(O)cc2C)OC(=O)c2ccccc21,-10,-1.9,14,-10,5,0.9,-1.2,1.3,-21,103,0

Entries from the list above containing a nitro group on carbon:
SMILES,Mot1-301 SUMO,E coli growth,PfHsp90 yeast 2,Tat transport,OPRM1-OPRD1 inv,phage Ecoli inh,OPRM1-OPRD1 ag,AddAB inh,PKA-R1A activ,Pemphigus Ab inh,Arrestin-AP2 inh
O=c1[nH]c2ccc([N+](=O)[O-])cc2nc1/C=C(\O)c1ccccc1,117,1.4,4,-11,10,0.0,-2.1,0.8,-12,98,4
CC(C)CC(=O)NC(NC(=O)CC(C)C)c1cccc([N+](=O)[O-])c1,-11,0.3,6,-6,3,4.8,-0.7,3.9,-5,107,0
O=[N+]([O-])c1ccc(S(=O)(=O)CC2CSc3nc4ccccc4n32)cc1 (centres undefined),-4,0.0,-5,1,-3,1.2,0.7,2.8,2,-10*,11

Outcome played no part in choosing rows (roughly 2.8% active in at least one column).
